High-throughput results from PubChem BioAssay.
IL1B NFkB inh – blocks IL-1B driven NFkB nuclear translocation in HUVEC cells | HUVEC IL-1B NFkB p65 nuclear translocation imaging | inhibition, % at 2 µM | 94,000 compounds, 0.43% hits | AID 796;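 active = inhibition above about 30% together with a positive call from visual inspection of the well image, limit read from the data; inconclusive = inhibition above a set limit but visual check negative; inactive = inhibition not above a set limit, visual check negative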;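 note: nuclear over cytoplasmic p65 intensity ratio measured by imaging; 0% = IL-1B stimulated DMSO wells and 100% = unstimulated DMSO wells; values of inactives mirror those of a sister screen read the other way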
Bcl-B displacement – displacers of TR3 peptide from Bcl-B, primary screen, selectivity assay for Bfl-1 inhibitor project, biochemical, fluorescence polarization; FP displacement of FITC-TR3 peptide from Bcl-B; higher % means a stronger effect; AID 748; one-dose displacement, % at 20 µM; IC50 in µM for titrated hits; 96,000 compounds, 0.11% hits;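 active = displacement above 50% at 20 µM plus a fluorescence interference ratio under 1.5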;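 note: plate controls were wells without compound for no effect and wells lacking Bcl-B protein for full effect; a part of the inactive calls stands beside numbers as strong as those of hits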
NFkB transloc pot – enhances IL-1B driven NFkB nuclear translocation; HUVEC IL-1B NFkB p65 nuclear translocation imaging; activation, % at 2 µM; 94,000 compounds, 0.3% hits;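 active = activation above 40%, about the mean plus 3 SD, also judged a hit on visual image review; inconclusive = activation above 40% but not a hit on visual review; inactive = activation not above 40% and no visual hit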;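 note: percent activation is computed from the nuclear over cytoplasmic p65 intensity ratio; values of inactives mirror those of a sister screen read the other way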
MRP resist rev – MRP-mediated drug resistance reversal. 85,000 compounds, 0.04% hits. differential viability (reversal), % at 10 µM. H69AR cells + 2 uM doxorubicin, CellTiter-Glo, 72 h;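 active = viability drop by adding the cancer drug above about 55%, with treated viability meeting a 40% cutoff, limit read from the data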;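 note: viability without doxorubicin minus viability with 2 µM doxorubicin for each compound; larger differential means the compound sensitizes cells more to doxorubicin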
PLAP inhibitors HTS – inhibition of human placental alkaline phosphatase – biochemical, luminescence, HTS (AID 690) | purified PLAP, luminescent substrate; higher % means a stronger effect | inhibition, % at 20 µM, or IC50 in µM where a hit was titrated | 96,000 compounds, 0.08% hits; in the data active = a potency from the dose series; inactive = the rest, 99 in 100 with inhibition below about 30%; note: strong numbers were not always called active
MRP resist rev cytotoxicity – recorded beside MRP resist rev, whose call it bears; viability, %; H69AR cells, CellTiter-Glo, 72 h; measured here: cytotoxicity without doxorubicin
MRP resist rev with doxorubicin – further read-out of MRP resist rev, marked with its call; viability, %; measured here: viability with 2 uM doxorubicin; active compounds read low
IL1B NFkB inh cell count 2 µM – second read-out of IL1B NFkB inh, no call of its own (marks repeat the call); cell count; measured here: cells passing quality filter;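 raw number of nuclei counted in each imaged well without normalization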
NFkB transloc pot cell count 2 µM – recorded beside NFkB transloc pot, whose call it bears; cell count; measured here: cells passing quality filter
Numbers without * were called inactive; ? = inconclusive; · = no result given. This is a subset. The share of hits here may be higher or lower than overall.

SMILES	IL1B NFkB inh	IL1B NFkB inh cell count 2 µM	Bcl-B displacement	NFkB transloc pot	NFkB transloc pot cell count 2 µM	MRP resist rev	MRP resist rev cytotoxicity	MRP resist rev with doxorubicin	PLAP inhibitors HTS
O=C(c1cc(-c2ccc(Cl)cc2Cl)on1)N1CCOCC1	7	177	4%	-7	177	17	88	71	8%
COCCCN1CN(S(=O)(=O)c2ccc(Cl)cc2)c2nc3ccccc3nc21	-2	91	3%	2	91	2	76	74	-52%
CCCCn1c(SCC(=O)O)nc2ccccc21	-4	116	2%	4	116	0	78	78	-5%
CCOC(=O)C1=C(c2ccccc2)N=C2SCC(=O)N2C1c1ccc(O)c(OC)c1 (stereo not given)	-23	114	-35%	23	114	-23	68	91	-75%
Cc1nn(-c2ccccc2)c(C)c1/C=N\N1CCN(c2ccc(Cl)cc2)CC1	1	122	-5%	-1	122	·	·	·	2%
COc1ccc(CCN(Cc2nc3ccccc3c(=O)[nH]2)C(=O)c2ccco2)cc1	-3	169	-4%	3	169	-1	91	91	-47%
CN(CC(=O)N1CC=C(c2ccccc2)CC1)S(=O)(=O)c1ccc2c(c1)c(=O)n(C)c(=O)n2C	1	145	-7%	-1	145	12	86	74	-55%
O=C1c2ccccc2C(O)N1Cc1ccccc1 (stereo not given)	14	164	-4%	-14	164	-7	93	100	-19%
Cc1cc(Oc2ccc(Cl)cc2)nc(-c2ccccc2O)n1	-1	114	5%	1	114	-1	72	73	2%
COc1ccc(-n2ncc3c(NCc4ccc5c(c4)OCO5)ncnc32)cc1	·	·	-1%	·	·	-6	6	12	12%
Cc1cc(=O)n2cc(-c3ccccc3)nc2[nH]1	2	166	0%	-2	166	·	·	·	-5%
CCCc1nnc(NC(=O)CN2C(=O)C3C4C=CC(C4)C3C2=O)s1 (stereo not given)	-16	113	0%	15	113	0	85	85	-1%
Cc1ccc(C(=O)NC(=S)Nc2ccc(S(=O)(=O)N3CCN(C)CC3)cc2)cc1	-9	164	0%	9	164	·	·	·	-6%
O=C(CN(CC1CCCO1)S(=O)(=O)c1ccc(S(=O)(=O)NC2CC2)cc1)Nc1ccccc1 (stereo not given)	-12	195	-2%	12	195	-27	55	82	-7%
O=C1CN(c2ccc(Br)cc2)C(=O)N1CC(=O)N1CCCc2ccccc21	-27	115	-10%	27	115	10	88	77	4%
O=C(NCc1ccc(N2CCCC2=O)cc1)Nc1cccc(Cl)c1	-5	87	-2%	5	87	5	91	86	7%
COc1ccc(Cl)cc1NC(=O)C12CCC(C)(C(=O)O1)C2(C)C (stereo not given)	5	181	3%	-5	181	-5	81	86	19%
Cc1nc2sc(C(c3cccc(F)c3)N3CCCCC3)c(O)n2n1 (stereo not given)	-7	163	-17%	7	163	-12	80	92	-24%
O=C(NCCC1=CCCCC1)C1CCN(S(=O)(=O)c2cccc3nonc23)CC1	-18	167	7%	18	167	1	85	84	18%
Cc1ccc(NC(=O)c2ccc(Cl)c(N3C(=O)C=CC3=O)c2)cc1	11	159	-6%	-11	159	·	·	·	6%
CCC(c1nnc(SCC(=O)Nc2nnc(-c3ccccc3)o2)n1Cc1ccccc1)N(C)C (stereo not given)	-31	138	17%	31	138	-8	103	111	-63%
CC1=C(C(=O)OCc2ccc3c(c2)OCO3)C(c2ccc(F)cc2)NC(=O)N1 (stereo not given)	2	117	1%	-2	117	·	·	·	0%
COc1ccc(-n2c(CNc3ccc(C)cc3)nnc2SCC(=O)Nc2nc(-c3ccccc3)cs2)cc1	-11	184	1%	11	184	·	·	·	0%
O=C(O)CCCC(=O)N1CC(=O)Nc2ccccc21	-2	173	12%	2	173	2	101	99	-10%
CCS(=O)(=O)N1CCN(c2ccccc2F)CC1	-29	112	-4%	29	112	5	93	89	28%
Cc1ccc(CN(Cc2cc3cccc(C)c3[nH]c2=O)C(=O)N(C)C)cc1	·	·	-6%	·	·	3	88	85	4%
C=CCNC(=O)c1onc(CSc2ccccc2CC)c1C(=O)O	-16	165	-9%	16	165	·	·	·	0%
Cc1ccc(S(=O)(=O)N(CC(=O)N2CCN(c3ccc(F)cc3)CC2)C2CCCCC2)cc1	0	180	-8%	0	180	-11	73	84	-29%
O=C(COC(=O)CSCC(=O)N1CCCCC1)NCc1ccc(F)cc1	6	177	-5%	-5	177	10	103	93	-31%
Cn1ccnc1-c1nc2ccccc2[nH]c1=O	-3	93	·	3	93	82*	95*	13*	·
Cc1cc(C)nc(SCNC(=O)c2ccc(Cl)cc2)n1	-22	161	-4%	22	161	-10	95	105	-4%
CCCCCNC(=O)c1ccc2c(=O)n(CC3CCCO3)c(=O)[nH]c2c1 (stereo not given)	2	100	-8%	-2	100	-9	87	95	2%
CCc1ccc(C2=NN(c3ccc(S(N)(=O)=O)cc3)C(c3ccc(F)cc3)C2)cc1 (stereo not given)	-6	114	-3%	5	114	·	·	·	-40%
COc1ccc(S(=O)(=O)NC2CCCCC2)cc1C	-2	119	-8%	2	119	-4	95	100	14%
O=C(CC(C(=O)O)C1CCCO1)Nc1cccc(C(F)(F)F)c1 (stereo not given)	9	98	-14%	-9	98	3	91	87	2%
CCOC(=O)c1c2c(n(C)c1C)C(=O)C(=O)c1ccc(Br)cc1-2	-14	70	·	14	70	1	2	1	·
Cc1nc(SCc2cccc(Oc3ccccc3)c2)n[nH]1	-10	56	15%	10	56	9	102	93	-45%
CCCC1Cc2nc(N3CCCCC3)c(C#N)cc2CO1 (stereo not given)	-26	116	19%	25	116	-6	93	98	-18%
CCN(CC)CCn1c(O)c(N=O)c2ccccc21	-44	138	-1%	?	·	14	98	84	2%
O=C(NCC(c1cccnc1)N1CCN(c2ccc(F)cc2)CC1)OCc1ccccc1 (stereo not given)	-11	46	14%	11	46	4	92	88	-58%
CCOc1nc(C)nc(NC(=O)NS(=O)(=O)c2ccccc2Cl)n1	0	139	15%	0	139	5	100	95	11%
N#CCc1nn(-c2ccccc2)c(N)c1C#N	-17	126	-21%	17	126	·	·	·	12%
CC1CN(c2oc(Cc3cccc4ccccc34)nc2C#N)CC(C)O1 (stereo not given)	-20	128	-14%	20	128	6	76	69	-44%
Cn1c(/N=C/c2ccc3c(c2)OCO3)nc2ccccc21	-10	72	4%	10	72	9	86	77	8%
CCCC1CC(c2csc(N)n2)CCO1 (stereo not given)	9	83	-9%	-9	83	3	94	91	-13%
O=C(Oc1ccc2ccccc2c1)c1cncc(Br)c1	·	·	0%	·	·	4	97	93	-16%
O=C(c1cccs1)N1CCCc2ccccc21	3	131	-1%	-3	131	·	·	·	7%
O=C(Nc1cc(C(F)(F)F)ccc1N1CCCCC1)c1cccc([N+](=O)[O-])c1	-2	141	-7%	1	141	·	·	·	7%
Cc1ccccc1NC(=O)/C(=C/c1ccco1)c1ccccc1	-31	155	12%	31	155	-35	41	77	22%
COCC(C)n1c(C)cc(C(=O)CSc2ccc(NC(C)=O)cc2)c1C (stereo not given)	4	156	-2%	-4	156	11	97	86	-64%
O=C(NCc1ccccc1)/C(NC(=O)c1ccccc1)=C(/Sc1ccccn1)c1ccccc1	13	112	·	-13	112	-14	41	55	·
O=C(Nc1ccccc1)c1ccc(NCc2ccco2)c(S(=O)(=O)N2CCOCC2)c1	-6	128	-10%	6	128	-24	39	64	-54%
CCOC(=O)N1CCN(C(=O)c2ccc3nc(N4CCC(C)CC4)sc3c2)CC1	-7	136	-2%	7	136	·	·	·	-47%
COCCn1c(SCC(=O)Nc2ncc(Cl)c(C)c2Cl)nc2ccccc21	-13	71	·	13	71	20	90	70	-74%
O=C1c2ccccc2NC(c2ccc3c(c2)OCO3)N1O (stereo not given)	-6	146	-4%	6	146	7	90	82	19%
N#Cc1cc(N)ccc1Sc1ccc(Cl)cc1	-6	89	2%	6	89	·	·	·	36%
CC1CCCC(C)N1C(=O)c1cccc2c1-c1ccccc1/C2=N/O (stereo not given)	9	90	·	-9	90	1	80	79	·
O=C1C(=O)N(c2ccccc2)c2ccccc21	1	49	-9%	-1	49	-4	90	94	0%
O=C(CN1CCN(S(=O)(=O)c2ccccc2)CC1)NC(=O)NCc1ccccc1	4	134	-2%	-4	134	·	·	·	-3%
COc1cccc(NC(=O)CSc2nc(C)cs2)c1	13	170	8%	-13	170	·	·	·	25%

Twelve compounds out of the list, arranged by molecular weight, smallest number first.
SMILES	IL1B NFkB inh	IL1B NFkB inh cell count 2 µM	Bcl-B displacement	NFkB transloc pot	NFkB transloc pot cell count 2 µM	MRP resist rev	MRP resist rev cytotoxicity	MRP resist rev with doxorubicin	PLAP inhibitors HTS
N#CCc1nn(-c2ccccc2)c(N)c1C#N	-17	126	-21%	17	126	·	·	·	12%
CCCC1CC(c2csc(N)n2)CCO1 (stereo not given)	9	83	-9%	-9	83	3	94	91	-13%
O=C(c1cccs1)N1CCCc2ccccc21	3	131	-1%	-3	131	·	·	·	7%
N#Cc1cc(N)ccc1Sc1ccc(Cl)cc1	-6	89	2%	6	89	·	·	·	36%
Cn1c(/N=C/c2ccc3c(c2)OCO3)nc2ccccc21	-10	72	4%	10	72	9	86	77	8%
O=C1c2ccccc2NC(c2ccc3c(c2)OCO3)N1O (stereo not given)	-6	146	-4%	6	146	7	90	82	19%
COc1cccc(NC(=O)CSc2nc(C)cs2)c1	13	170	8%	-13	170	·	·	·	25%
O=C(Oc1ccc2ccccc2c1)c1cncc(Br)c1	·	·	0%	·	·	4	97	93	-16%
COCC(C)n1c(C)cc(C(=O)CSc2ccc(NC(C)=O)cc2)c1C (stereo not given)	4	156	-2%	-4	156	11	97	86	-64%
O=C(Nc1cc(C(F)(F)F)ccc1N1CCCCC1)c1cccc([N+](=O)[O-])c1	-2	141	-7%	1	141	·	·	·	7%
O=C(CN1CCN(S(=O)(=O)c2ccccc2)CC1)NC(=O)NCc1ccccc1	4	134	-2%	-4	134	·	·	·	-3%
O=C(NCc1ccccc1)/C(NC(=O)c1ccccc1)=C(/Sc1ccccn1)c1ccccc1	13	112	·	-13	112	-14	41	55	·

Continuation.
SMILES	IL1B NFkB inh	IL1B NFkB inh cell count 2 µM	Bcl-B displacement	NFkB transloc pot	NFkB transloc pot cell count 2 µM	MRP resist rev	MRP resist rev cytotoxicity	MRP resist rev with doxorubicin	PLAP inhibitors HTS
CCC(=O)NCCCCCCNC(=O)CC	·	·	3%	·	·	10	98	87	18%
CCOC(=O)C(C)Sc1nnc(CNC(=O)c2ccc(OC)cc2)n1C1CCCCC1 (stereo not given)	-25	122	11%	25	122	7	85	77	-32%
O=C(NCCn1ccc2ccccc21)c1ccc(S(=O)(=O)N2CCCCC2)cc1	·	·	-2%	·	·	-18	72	90	-31%
Cc1nc2nc(C)c(CCC(=O)N3CCOCC3)c(C)n2n1	6	88	-5%	-6	88	·	·	·	-2%
COc1ccc(N2CCN(CC(=O)Nc3cc(C)on3)CC2)cc1	16	140	-4%	-16	140	-1	91	92	-34%
O=C(NCc1ccc2c(c1)OCO2)c1ccc(CS(=O)(=O)c2cccc(C(F)(F)F)c2)o1	15	170	0%	-15	170	2	88	86	2%
CC(C)(CSc1nncn1N)NS(=O)(=O)c1ccc(Cl)cc1	-8	162	-15%	8	162	5	92	88	-31%
Cc1nnc(SCC(=O)NCc2cccs2)n1-c1ccccc1	-25	172	-5%	25	172	13	107	94	10%
CCOC(=O)c1ccccc1NC(=O)CSc1ccccc1	-4	152	·	4	152	18	96	79	·
